TWEAK Fn14 block: inhibitors of TWEAK-Fn14 signaling, primary screen, luciferase reporter cells, uHTS. inhibition, % at 10 µM. TWEAK-stimulated Fn14 reporter cells, luciferase luminescence, 8 h. AID 1159606, 2016. 360,000 compounds, 2% hits; in the data active = inhibition above about 50%
Shn3 inh set2: reduction of Shn3 3'UTR firefly luciferase signal, primary screen, Schnurri-3 inhibitor project, cell-based, Clone20 osteoblasts, set 2. Clone20 osteoblast Shn3 3'UTR firefly luciferase, 24 h. inhibition, % at 12.5 µM. 360,000 compounds, 0.52% hits;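 active = mean inhibition of at least 75% with every replicate also reaching 75%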;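 note: 0% = median of neutral control wells and 100% = pilot-screen positive control compound; some compounds past the cut are filed as inactive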
LRH-1 inv ag: LRH-1 (NR5A2) inverse agonists, primary screen, cell-based, luminescence, HEK293T, StAR-luciferase reporter | inhibition, % at 3.6 µM | AID 602396, 2012 | 360,000 compounds, 0.13% hits | LRH-1 transfected, 24 h | Nuclear receptor subfamily 5 group A member 2 (Homo sapiens), O00482;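 active = inhibition above the mean inhibition of all tested compounds plus 3 SD, cut at about 73% in these data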;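 note: 0% = DMSO wells and 100% = reporter-only cells lacking LRH-1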
CF NFkB inh: inhibitors of PAF-induced NF-kB signaling, primary screen, cell-based, GFP fluorescence, uHTS. KKLEB NF-kB-GFP reporter, GFP fluorescence overnight. inhibition, % at 5 µM. 360,000 compounds, 0.86% hits. AID 588850, 2011;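 active = at least 50% inhibition at 5 µM, scaled per plate between neutral and stimulator controls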;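 note: PAF is a Pseudomonas aeruginosa culture filtrate used as stimulus; plate controls were PAF-stimulated DMSO wells for no effect and unstimulated DMSO wells for full effect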
EBV LMP1 NFkB: EBV LMP1-driven NF-kappaB luciferase reporter inhibitors, primary screen, cell-based, luminescence, single point | inhibition, % at 12.5 µM | 350,000 compounds, 0.69% hits | AID 504558, 2011 | LMP1-induced NF-kappaB luciferase reporter cells; in the data active = inhibition above about 41%;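 note: 0% = neutral control wells and 100% = reference inhibitor control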
TROY signal inh: inhibitors of TROY-driven NF-kB signaling, primary screen, Q293 LMP1-TROYcd cells, NF-kB luciferase, uHTS | inhibition, % at 10 µM | 360,000 compounds, 0.98% hits | Q293 LMP1-TROYcd NF-kB luciferase reporter, 4 h;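 active = compounds whose plate-normalised and pattern-corrected inhibition of the luciferase reporter signal at the single screening dose is 50% or more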
SRC3 inh: SRC3 coactivator transcriptional activity inhibitors, primary screen, cell-based, luminescence. Nuclear receptor coactivator 3 (Homo sapiens), Q9Y6Q9. HEK293 GAL4-SRC3 luciferase reporter. inhibition, % at 3.6 µM. 360,000 compounds, 0.17% hits;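 active = inhibition above a per-campaign cutoff, the mean of all compounds plus 3 SD, cut at about 60% in these data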;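 note: 0% = DMSO-treated cells and 100% = gossypol-treated cells at 36 µM; higher means less SRC3-driven luciferase light from the GAL4 reporter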
Target sequence (Q9Y6Q9 whole entry, looked up, the tested form may be a part): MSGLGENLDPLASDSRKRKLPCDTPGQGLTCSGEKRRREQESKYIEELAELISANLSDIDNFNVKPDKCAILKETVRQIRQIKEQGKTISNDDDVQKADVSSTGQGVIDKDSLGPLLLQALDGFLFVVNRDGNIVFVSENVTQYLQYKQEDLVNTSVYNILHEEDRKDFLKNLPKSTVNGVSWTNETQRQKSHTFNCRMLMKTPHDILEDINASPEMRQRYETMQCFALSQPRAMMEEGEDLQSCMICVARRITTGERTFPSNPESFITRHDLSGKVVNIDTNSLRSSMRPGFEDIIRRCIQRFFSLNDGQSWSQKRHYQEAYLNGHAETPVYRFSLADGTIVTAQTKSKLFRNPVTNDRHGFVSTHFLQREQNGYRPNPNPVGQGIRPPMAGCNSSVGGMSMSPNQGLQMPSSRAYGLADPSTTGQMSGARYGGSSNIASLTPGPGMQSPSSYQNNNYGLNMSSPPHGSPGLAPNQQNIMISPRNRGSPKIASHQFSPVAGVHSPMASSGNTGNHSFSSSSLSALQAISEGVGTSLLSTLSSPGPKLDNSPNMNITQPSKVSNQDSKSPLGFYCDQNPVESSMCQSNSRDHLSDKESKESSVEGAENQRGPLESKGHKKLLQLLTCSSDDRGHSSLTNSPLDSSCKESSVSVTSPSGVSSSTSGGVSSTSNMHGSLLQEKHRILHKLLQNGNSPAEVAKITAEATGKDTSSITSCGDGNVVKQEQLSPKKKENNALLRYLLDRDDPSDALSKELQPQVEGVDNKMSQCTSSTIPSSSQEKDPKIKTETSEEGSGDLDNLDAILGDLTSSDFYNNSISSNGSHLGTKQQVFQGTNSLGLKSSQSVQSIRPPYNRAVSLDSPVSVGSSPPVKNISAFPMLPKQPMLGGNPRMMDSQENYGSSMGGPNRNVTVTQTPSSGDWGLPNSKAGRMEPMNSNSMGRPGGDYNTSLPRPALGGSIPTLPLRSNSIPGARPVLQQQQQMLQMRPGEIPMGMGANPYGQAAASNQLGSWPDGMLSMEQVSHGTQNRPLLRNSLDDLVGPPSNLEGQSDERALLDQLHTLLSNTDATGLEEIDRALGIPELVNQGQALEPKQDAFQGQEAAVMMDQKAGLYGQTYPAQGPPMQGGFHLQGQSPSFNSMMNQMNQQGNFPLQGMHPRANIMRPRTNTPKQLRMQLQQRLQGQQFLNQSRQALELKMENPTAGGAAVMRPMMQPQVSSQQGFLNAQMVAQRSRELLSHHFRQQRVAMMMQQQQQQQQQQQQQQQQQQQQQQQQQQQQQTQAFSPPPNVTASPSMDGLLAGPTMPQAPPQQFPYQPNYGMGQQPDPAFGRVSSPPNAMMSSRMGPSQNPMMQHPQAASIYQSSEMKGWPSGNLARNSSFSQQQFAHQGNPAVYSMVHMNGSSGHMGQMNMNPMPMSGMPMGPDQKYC
C8 TRAIL sens: viability loss with TRAIL in NB7+C8 cells, primary screen, TRAIL sensitizer project, cell-based, ATPlite luminescence. inhibition (viability loss, TRAIL sensitization), % at 10 µM. 360,000 compounds, 1% hits;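 active = compounds causing at least 50% loss of cell viability in the single-dose screen, relative to plate controls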
COUP-TFII inh: NR2F2 transcriptional activity inhibitors, primary screen, cell-based, luciferase reporter, HEK293T, luminescence; COUP transcription factor 2 (Homo sapiens), P24468; 370,000 compounds, 0.7% hits; inhibition, % at 8.6 µM; HEK293T NGFI-A luciferase reporter; AID 686940, 2013;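 active = inhibition above a per-plate cutoff, mean inhibition of test wells between control levels plus 3 SD, cut at about 38% in these data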;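 note: cells cotransfected with COUP-TFII expression vector driving the NGFI-A reporter; 0% = median of COUP-TF2 test wells and 100% = reporter-only cells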
KKLEB tox: cytotoxicity in KKLEB CF airway cells, primary screen, cytotoxicity control for CF NF-kB inhibitor project, cell-based, uHTS, fluorescence assay plates | KKLEB CF airway cells viability, ATPlite luminescence, overnight; hits give low values; cells stimulated with P. aeruginosa culture filtrate | activity change (cytotoxicity), % at 5 µM | 360,000 compounds, 0.36% hits | AID 602141, 2011;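 active = corrected activity change at or below -50% at 5 µM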
NCOA1 inh: SRC1 coactivator transcriptional activity inhibitors, primary screen, cell-based, luminescence; HEK293 GAL4-SRC1 luciferase reporter; inhibition, % at 3.6 µM; 360,000 compounds, 0.12% hits; AID 588354, 2011;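 active = inhibition above the campaign mean plus 3 SD, with each screening campaign given its own cutoff, cut at about 60% in these data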;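 note: 0% = DMSO treated cells and 100% = gossypol at 36 µM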
Starred values were filed as active, the others as inactive; . = not tested or not shown.

entry	compound	TWEAK Fn14 block	Shn3 inh set2	LRH-1 inv ag	CF NFkB inh	EBV LMP1 NFkB	TROY signal inh
1	CNC(=O)c1ccccc1NC(=O)C1CC(=O)N(C(C)C)C1 (stereo not drawn)	2	6	-17	10	18	-11
2	Cc1ncoc1C(=O)N1CCCC(N2CCN(c3cccc(C(F)(F)F)c3)CC2)C1 (stereo not drawn)	-13	9	1	8	-2	7
3	COc1ccc(N=C2SC(C(N)=O)CC(=O)N2Cc2ccc3c(c2)OCO3)cc1 (stereo not drawn)	-30	2	3	-13	-3	-5
4	CN(C)C(=O)c1cc([N+](=O)[O-])ccc1O	-3	-5	-16	4	6	-1
5	Cc1cc(C)n2c(SCC(=O)N(CC(C)C)c3c(N)n(CC(C)C)c(=O)[nH]c3=O)nnc2n1	-17	1	-10	-14	3	2
6	Cc1cc(Nc2ncc(Cl)cc2Cl)n(-c2ccccc2)n1	19	18	-27	-15	1	7
7	CCc1cc(C(=O)N2CCOCC2)c(NC2=NS(=O)(=O)c3ccccc32)s1	-21	-33	-2	-11	-6	.
8	CCCn1c(=O)c(C(=O)NC(C)c2ccccc2)c(O)c2ccccc21 (stereo not drawn)	-3	1	9	7	-2	10
9	CN1CCN(CCNC(=O)c2ccc3nc(-c4ccc(F)cc4)c(-c4ccc(F)cc4)nc3c2)CC1	-30	-3	0	-14	-5	10
10	CC(=O)NCCOC(=O)Nc1ccncc1	11	6	-13	-12	2	-4
11	Nc1ncnc2c1ncn2[C@@H]1O[C@H](COS(=O)(=O)O)[C@@H](O)[C@H]1O	0	14	-5	-17	-1	-12
12	O=C(c1ccccc1CCc1ccccc1)N1CCN(c2ccccn2)CC1	-1	20	-9	0	6	15
13	CCC(=O)Nc1ccc(C(=O)N/N=C/c2c(C)[nH]c3ccccc23)cc1	5	-6	6	-3	0	-21
14	COc1cccc(CNC(=O)[C@@H]2CCCN2C(=O)[C@H]2CCCCN2C(=O)c2cccs2)c1	-20	.	32	.	.	-2
15	CC(NC(=O)CN(C1CCCCC1)S(C)(=O)=O)c1ccccc1 (stereo not drawn)	12	-2	-21	-6	-2	-8

entry	SRC3 inh	C8 TRAIL sens	COUP-TFII inh	KKLEB tox	NCOA1 inh
1	-6	7	0	3	-12
2	6	-7	-16	9	1
3	9	16	12	-3	-26
4	0	-4	-12	0	-28
5	-1	4	14	14	6
6	-3	6	18	2	18
7	8	8	-6	4	-5
8	-8	-3	1	-19	26
9	-12	14	-2	-11	5
10	7	-9	5	7	-3
11	-12	0	-17	4	-8
12	18	1	4	-5	-9
13	-18	5	-28	0	-19
14	.	3	5	.	.
15	7	-5	-8	10	-20

Continuation.
entry	compound	TWEAK Fn14 block	Shn3 inh set2	LRH-1 inv ag	CF NFkB inh	EBV LMP1 NFkB	TROY signal inh
16	CN(C)S(=O)(=O)n1cc(/C=C(\NC(=O)c2ccccc2F)C(=O)NCCCN2CCOCC2)c2ccccc21	14	8	15	-36	-4	-18
17	CCc1ccc2oc(-c3cccc(N)c3)nc2c1	75*	1	-108	-3	-28	34
18	O=C(c1nc2ncccn2n1)N1CCN(c2ccc(F)cc2)CC1	-14	.	-5	8	3	30
19	CC1(C(=O)N/N=C/c2c(F)c(F)c(F)c(F)c2F)CC1(Cl)Cl (stereo not drawn)	-25	10	7	-3	0	30
20	CCc1ccc(CNC(=O)CCc2nc(-c3cccs3)no2)cc1	6	-24	-31	4	-3	-7
21	CS(=O)(=O)c1ccccc1C(=O)Nc1ccc(-c2nc3ccccc3[nH]2)cc1	-19	-101	-72	-5	-10	-68
22	CC(C)n1cnc2cc(NCc3ccco3)ccc21	13	-7	-82	-14	-25	-2
23	S=C(Cc1ccccc1)NCCc1ccccc1	14	2	4	1	-2	-6
24	CC(=O)c1cc2c(cc1NC(=O)c1cc3nc(C(C)C)cc(C(F)(F)F)n3n1)OCO2	2	-5	13	33	5	2
25	CCCS(=O)(=O)NC(=O)C1(C)CCN(C(=O)COc2ccccc2)C1 (stereo not drawn)	-4	14	-11	-40	.	-6
26	Cn1cccc1-c1cc(C(=O)N2CCc3c([nH]c4ccccc34)C2c2ccccn2)[nH]n1 (stereo not drawn)	40	3	18	-18	55*	40
27	O=C(c1cc(COc2ccc(-n3cncn3)cc2)on1)N1CCCC1	7	10	-13	9	-1	-14
28	O=c1[nH]nc(-c2ccc(NCCCO)c([N+](=O)[O-])c2)c2ccccc12	-16	17	11	29	-5	17
29	CCOc1cc(/C=C/c2ccc3cccc([N+](=O)[O-])c3n2)cc(Cl)c1O	7	-11	17	2	9	14
30	O=C(Nc1cccc(-c2nc3cc(Cl)ccc3o2)c1)C1CCCO1 (stereo not drawn)	10	3	-29	6	-28	-50

entry	SRC3 inh	C8 TRAIL sens	COUP-TFII inh	KKLEB tox	NCOA1 inh
16	19	-7	-6	2	4
17	-91	82*	-49	-17	-90
18	-28	1	5	2	-10
19	16	77*	-5	-1	-12
20	-11	-5	-11	7	-3
21	-62	12	-19	4	-81
22	-13	-4	.	2	-51
23	-10	-20	-14	0	-3
24	20	5	-1	-24	-2
25	2	-16	5	22	5
26	11	-8	6	2	5
27	19	-8	2	23	-35
28	-11	-6	10	-12	0
29	14	-11	-5	9	-15
30	-11	1	-10	8	-33

A different layout for six compounds above:
no. | Molecule | TWEAK Fn14 block | Shn3 inh set2 | LRH-1 inv ag | CF NFkB inh | EBV LMP1 NFkB | TROY signal inh | SRC3 inh | C8 TRAIL sens | COUP-TFII inh | KKLEB tox | NCOA1 inh
22 | CC(C)n1cnc2cc(NCc3ccco3)ccc21 | 13 | -7 | -82 | -14 | -25 | -2 | -13 | -4 | . | 2 | -51
23 | S=C(Cc1ccccc1)NCCc1ccccc1 | 14 | 2 | 4 | 1 | -2 | -6 | -10 | -20 | -14 | 0 | -3
24 | CC(=O)c1cc2c(cc1NC(=O)c1cc3nc(C(C)C)cc(C(F)(F)F)n3n1)OCO2 | 2 | -5 | 13 | 33 | 5 | 2 | 20 | 5 | -1 | -24 | -2
25 | CCCS(=O)(=O)NC(=O)C1(C)CCN(C(=O)COc2ccccc2)C1 (stereo not drawn) | -4 | 14 | -11 | -40 | . | -6 | 2 | -16 | 5 | 22 | 5
26 | Cn1cccc1-c1cc(C(=O)N2CCc3c([nH]c4ccccc34)C2c2ccccn2)[nH]n1 (stereo not drawn) | 40 | 3 | 18 | -18 | 55* | 40 | 11 | -8 | 6 | 2 | 5
27 | O=C(c1cc(COc2ccc(-n3cncn3)cc2)on1)N1CCCC1 | 7 | 10 | -13 | 9 | -1 | -14 | 19 | -8 | 2 | 23 | -35

Next results.
entry	compound	TWEAK Fn14 block	Shn3 inh set2	LRH-1 inv ag	CF NFkB inh	EBV LMP1 NFkB	TROY signal inh
31	COc1ccc(-c2cc(C(=O)Nc3ccc(OC)c(OC)c3)no2)cc1	0	-7	9	-24	9	17
32	COc1ccc(CC(=O)Nc2ccc(S(=O)(=O)Nc3nccc(C)n3)cc2)cc1	-16	-1	-10	-6	-5	0
33	CCN1/C(=C\c2ccc3ccccc3[n+]2CC)Sc2cc(C)ccc21	57*	81	94*	-129	26	46
34	CC(C)Nc1nc(NCCOc2ccccc2Cl)c2sccc2n1	37	61	19	16	.	29
35	COc1ccc(C2CC(=O)c3ccccc3O2)cc1 (stereo not drawn)	-24	-41	-34	10	-1	-64
36	COC(=O)CN(c1ccc(OC)cc1OC)S(=O)(=O)c1ccccc1[N+](=O)[O-]	1	-8	-3	8	-4	-31
37	Cc1cc(C)cc(N(CC(=O)Nc2ccc(C)cc2Cl)S(=O)(=O)c2c(C)[nH]c(=O)[nH]c2=O)c1	3	-11	7	-6	1	14
38	CC(C)(C)c1ccc(-c2n[nH]c(=S)n2Cc2ccccc2)cc1	-32	-2	4	-10	-9	18
39	COC(=O)C1=C(COc2ccc(C=O)cc2OC)NC(=O)NC1c1cc(C)ccc1C (stereo not drawn)	0	1	4	-8	11	17
40	COc1ccccc1CCC(=O)Nc1nc2ccccc2[nH]1	50*	-84	-77	-19	20	-49
41	CN=C1SC(CC(=O)Nc2ccccc2F)C(=O)N1C (stereo not drawn)	6	5	-24	-31	4	-1

entry	SRC3 inh	C8 TRAIL sens	COUP-TFII inh	KKLEB tox	NCOA1 inh
31	9	12	10	6	-22
32	6	15	19	6	6
33	65*	24	73*	-6	46
34	-5	36	19	-6	-3
35	-62	11	-44	-14	-73
36	12	-8	3	-2	-8
37	8	10	7	14	-11
38	2	-11	16	13	9
39	12	1	2	-4	-4
40	-25	34	-12	1	-49
41	-5	5	-17	-6	6

Compound activity (PubChem)

Only part of the results is shown; rates above refer to the full screens.
